Screening data deposited in PubChem by several laboratories.
FXIIa inh 1536: human FXIIa protease inhibitors, primary screen, biochemical, 1536-well; Coagulation factor XII (Homo sapiens), P00748; purified FXIIa, Boc-QGR-AMC fluorogenic substrate, 2 h; inhibition, % at 5 µM; hit rate 0.3% among 220,000; AID 800, 2007; in the data active = inhibition above about 40%;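 note: 0% = enzyme with no compound and 100% = blank without enzyme; many of its hits are not listed in these tables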
FXIa inh 1536: human FXIa protease inhibitors, primary screen, biochemical, 1536-well; Coagulation factor XI (Homo sapiens), P03951; purified FXIa, Boc-Glu-Ala-Arg-AMC fluorogenic substrate; inhibition, % at 5 µM; hit rate 0.14% among 220,000; AID 798, 2007;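 active = inhibition of at least 40%; inactive = inhibition below 40%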;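 note: fluorescence of freed AMC excited at 355 nm; 0% = enzyme without compound and 100% = no enzyme blank; many of its hits are not listed in these tables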
hK5 inh: human KLK5 protease inhibitors, primary screen, biochemical, 1536-well; Kallikrein-5 (Homo sapiens), Q9Y337; recombinant hK5, fluorogenic AMC substrate cleavage; inhibition, % at 5 µM; hit rate 0.59% among 210,000;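 active = inhibition of 40% or more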;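 note: 0% = enzyme controls without compound and 100% = no-enzyme blanks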
Target sequence (Q9Y337 67-293 limits assumed): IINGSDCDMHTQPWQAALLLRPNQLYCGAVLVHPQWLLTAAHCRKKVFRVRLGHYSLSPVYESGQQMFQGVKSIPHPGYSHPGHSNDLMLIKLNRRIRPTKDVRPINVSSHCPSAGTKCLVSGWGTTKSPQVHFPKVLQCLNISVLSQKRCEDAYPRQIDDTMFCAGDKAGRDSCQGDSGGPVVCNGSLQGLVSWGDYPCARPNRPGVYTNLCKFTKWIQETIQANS
Hck-Nef inh: inhibitors of Nef-activated human Hck kinase, primary screen, biochemical, Z-Lyte FRET, 384-well, Hck-YEEI | Tyrosine-protein kinase HCK (Homo sapiens), P08631 | AID 463187, 2010 | inhibition, % at 20 µM | hit rate 0.68% among 220,000 | Recombinant Hck-YEEI plus Nef, Z-Lyte FRET kinase assay;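 active = Hck-Nef kinase inhibition above about 50%, limit read from the data; inactive = inhibition below that limit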;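 note: 0% = DMSO with Hck plus Nef and 100% = Hck alone without Nef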
Target sequence (P08631 whole entry, looked up): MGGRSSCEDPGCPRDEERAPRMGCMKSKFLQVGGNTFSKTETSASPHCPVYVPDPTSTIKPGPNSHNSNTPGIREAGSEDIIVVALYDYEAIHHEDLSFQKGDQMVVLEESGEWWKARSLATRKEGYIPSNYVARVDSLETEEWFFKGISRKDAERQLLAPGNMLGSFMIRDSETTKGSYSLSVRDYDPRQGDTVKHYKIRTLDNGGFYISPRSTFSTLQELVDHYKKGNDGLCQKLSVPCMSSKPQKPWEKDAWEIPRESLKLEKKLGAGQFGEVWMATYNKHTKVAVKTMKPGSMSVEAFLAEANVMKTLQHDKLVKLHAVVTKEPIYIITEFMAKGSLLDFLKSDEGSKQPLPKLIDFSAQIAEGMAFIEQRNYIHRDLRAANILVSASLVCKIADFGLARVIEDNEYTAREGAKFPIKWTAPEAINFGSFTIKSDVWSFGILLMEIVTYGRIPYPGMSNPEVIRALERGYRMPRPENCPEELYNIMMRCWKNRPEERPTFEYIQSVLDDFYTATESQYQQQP
14-3-3 Bad inh: inhibitors of 14-3-3 zeta/Bad binding, primary screen, biochemical, TR-FRET, bovine 14-3-3 zeta. 14-3-3 protein zeta/delta (Bos taurus), P63103. TR-FRET 14-3-3zeta/Dy647-pBad peptide displacement, 1 h. inhibition, % at 21.7 µM. hit rate 0.71% among 220,000;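 active = inhibition above about 70%, limit read from the data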;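 note: 0% = full 14-3-3 plus peptide FRET controls and 100% = background without 14-3-3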
Target sequence (P63103 whole entry, looked up): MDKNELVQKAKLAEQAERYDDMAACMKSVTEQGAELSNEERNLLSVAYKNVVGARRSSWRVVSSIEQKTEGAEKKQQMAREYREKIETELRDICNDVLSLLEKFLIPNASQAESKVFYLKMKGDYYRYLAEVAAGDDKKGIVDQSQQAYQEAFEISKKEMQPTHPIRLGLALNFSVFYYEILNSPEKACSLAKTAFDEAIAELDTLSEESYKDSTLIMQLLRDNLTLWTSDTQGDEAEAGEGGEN
Thrombin inh: human alpha-thrombin inhibitors, primary screen, counter-screen for coagulation protease inhibitor project, biochemical, 1536-well, fluorogenic AMC substrate; AID 1046, 2008; Prothrombin (Homo sapiens), P00734; inhibition, % at 5 µM; hit rate 0.26% among 220,000; Boc-VPR-AMC fluorogenic substrate cleavage;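 active = inhibition at or above 40%; inactive = inhibition below 40%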;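 note: 0% = enzyme with no compound and 100% = wells without enzyme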
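Test system: human alpha-thrombin protein / Dosing: one concentration per compound, 5 µM, with 0.2% DMSO / Medium: pH 7.5 Tris-saline with Tween 20 / Benchmarks: no-compound enzyme wells and no-enzyme blanks / Read-out basis: percent inhibition of thrombin substrate cleavage / Timing: reaction at room temperature / Measured by: fluorescence, ex 355 nm, em 460 nm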
Wee1 degr inh: Wee1 degradation inhibitors, primary screen, cell-based, HeLa, Wee1K328M-luciferase, luminescence; Wee1-like protein kinase (Homo sapiens), P30291; hit rate 1.2% among 220,000; HeLa Luc-Wee1K328M stability; 100% = proteasome inhibitor MG132 effect; reporter increase, % at 5 µM;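 active = activation above the mean of all tested compounds plus 3 SD, set per screening run, cut at about 8.8% in these data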;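 note: cells exposed to compound for 20 h before luminescence read; 0% = DMSO alone and 100% = MG132 at 30 µM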
Runt-CBFb FRET: inhibitors of RUNX1 Runt–CBFb binding, primary screen, biochemical, FRET, Cerulean-Runt, Venus-CBFb, uHTS; hit rate 0.46% among 220,000; Cerulean-Runt/Venus-CBFb FRET ratio 530/480, 1 h; AID 1496, 2009; inhibition, % at 20 µM; Runt-related transcription factor 1 (Homo sapiens) + Core-binding factor subunit beta …;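 active = inhibition over about 50% at 20 µM in the single-dose screen, limit read from the data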;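 note: 0% = DMSO wells and 100% = excess unlabeled CBFb competitor control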
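Measured by: fluorescence energy transfer, 422 nm excitation, 530/480 nm emission; Assay system: Cerulean-Runt domain; Medium: Tris pH 7.5 buffer with BSA; Measure: loss of energy transfer signal; Controls: 5 µM unlabeled CBFb as full-inhibition high control; Incubation: protein complex preformed 1 h, compound exposure 1 h, room temperature, dark.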
Runt-SMMHC FRET: inhibitors of RUNX1 Runt–CBFb-SMMHC binding, primary screen, biochemical, FRET, Cerulean-Runt, Venus-CBFb-SMMHC, uHTS; Runt-related transcription factor 1 (Homo sapiens) + Core-binding factor subunit beta …; Cerulean-Runt/Venus-CBFb-SMMHC FRET ratio 530/480, 1 h; inhibition, % at 20 µM; hit rate 0.74% among 220,000; AID 1434, 2008;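 active = mean inhibition across duplicate retests at 20 µM reaching about 50%, limit read from the data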;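 note: 0% = DMSO wells and 100% = wells with excess untagged CBFb-SMMHC; inhibitors lower the FRET ratio by blocking Runt binding to CBFb-SMMHC; some results filed as inactive read as strong as hits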
* marks the source's active call; other numbers are inactive results; · = no result given; [ ] = dose if it differs, or a comment.

SMILES	FXIIa inh 1536	FXIa inh 1536	hK5 inh	Hck-Nef inh	14-3-3 Bad inh	Thrombin inh	Wee1 degr inh	Runt-CBFb FRET	Runt-SMMHC FRET
O=C1c2ccccc2C(=O)N1OCc1ccccc1	4.5	1.5	-17.0	6.3	-4.8	-5.3	1.4	-0.3	-5.2
Nc1nnc(SCC(=O)Nc2ccc(F)c(Cl)c2)n1-c1ccccc1	14.2	7.2	-1.0	-1.3	0.1	-0.8	0.1	1.8	5.0
O=c1oc2ccccc2cc1-c1ccccc1	3.3	-5.0	-5.9	11.9	2.9	-4.8	-1.9	-2.8	2.4
Cc1nonc1OCCNCc1c(C(=O)N(C)C)nc2ccc(Cl)cn12	8.0	0.3	2.4	23.9	3.3	17.5	8.8	·	·
CSc1nnc(CCCCCCCCc2nnc(SC)o2)o1	6.7	3.0	0.1	9.2	-1.1	-4.0	-1.7	-1.8	1.1
Cn1nc(C(F)(F)F)c(/C=N/OC(=O)c2ccccc2Cl)c1SCc1ccc(Cl)cc1	15.3	6.0	8.9	-0.8	-1.4	3.0	-2.0	-0.8	3.1
O=C(NC1CCCCC1)N1CCN(C2CCCCC2)CC1	-1.6	5.3	-0.8	4.1	6.2	1.5	-0.6	0.2	1.4
CN(c1ccccc1C(=O)Nc1ccc2c(c1)OCO2)S(C)(=O)=O	-73.7	-5.0	0.8	-0.6	1.1	0.0	0.4	-1.1	4.0
COc1cccc(NC(=O)CCSc2ccc(C)cc2)c1	11.0	3.8	-14.9	2.9	-21.9[fluorescence artefact?]	-7.4	0.9	1.8	-2.4
CC1CN(C(=O)c2ccccc2C(=O)c2ncc[nH]2)CC(C)O1 (centres undefined)	35.8	17.8	-4.2	0.8	16.5	0.1	0.9	-3.3	-8.0
Nc1nc2n(n1)C(c1ccco1)CC(c1ccc(Cl)cc1)N2 (centres undefined)	15.7	-6.5	10.3	-0.5	0.4	0.6	3.6	-1.1	4.1
Cc1cc(SCC(=O)c2ccccc2)nc(SCC(=O)c2ccccc2)n1	28.2	19.0	-6.0	-0.4	13.1	1.7	-0.1	-2.1	-2.2
COC(=O)[C@H](C)NC(=O)NC1CCCc2ccccc21 (some centres undefined)	7.4	-3.0	1.7	-0.6	-0.2	-8.4	-0.8	1.4	-1.6
CCc1ccc2nc(NC(=O)c3ccc(N4C(=O)CCC4=O)cc3)sc2c1	4.0	1.4	1.6	22.3	7.5	1.8	4.9	1.2	0.2
COc1ccc(-c2ccc(=O)n(CC(=O)NC3CCc4ccccc43)n2)cc1OC (centres undefined)	7.0	-7.1	4.4	23.4	-5.0	8.6	0.0	1.1	1.5
CCc1cccc(CC)c1NC(=O)CCCSc1nc2ccccc2s1	14.7	5.9	-7.7	1.0	-2.3[fluorescence artefact?]	-1.5	1.3	-1.1	-0.8
CCCOc1ccc(N2C(=O)CC(N3CCN(C(=O)c4ccco4)CC3)C2=O)cc1 (centres undefined)	15.1	0.3	2.4	0.8	9.2	0.3	-1.1	-0.4	-2.2
Cc1ccc(NC(=O)CN2C(=O)S/C(=C\c3cc(C)n(C)c3C)C2=O)cc1	9.9	0.2	-12.5	6.3	47.5[fluorescence artefact?]	-0.9	-1.3	·	-9.5
Cc1ccccc1-n1c2nc(=O)n(C)c(=O)c-2cc2ccccc21	1.5	-3.4	-2.1	49.2	47.6	-10.9	14.4*	11.9	81.0*
O=C(CNC(=S)NC(=O)C1CCCCC1)c1ccccc1	-4.9	-7.2	-10.7	0.7	1.6	-11.4	4.7	3.7	-0.2
CN(CC(=O)Nc1cccc([N+](=O)[O-])c1)S(=O)(=O)c1ccccc1	6.0	-1.7	-6.2	-5.8	-7.8	0.9	-3.1	1.0	1.3
COc1ccccc1/C=N/NC(=O)C1=NNC(c2ccccc2)(c2ccccc2)C1	16.1	10.0	-0.4	-0.7	1.3[fluorescence artefact?]	-0.4	0.8	-2.4	5.3
COc1ccc2oc3ccc(OC)cc3c(=O)c2c1	10.9	4.8	-14.8	0.5	-6.6	2.5	6.8	·	55.8
O=C(COC(=O)/C=C/c1cccc([N+](=O)[O-])c1)NCCCN1CCCC1=O	2.2	-3.8	-4.2	18.7	-11.2	-7.7	1.2	-0.2	2.5
O=C(NCc1cccnc1)/C(=C/c1ccccc1)NC(=O)c1ccccc1	7.8	0.7	5.7	14.8	3.7	-3.3	-1.0	-0.4	2.7
c1cncc(-c2nc(N3CCCCCC3)c3ccccc3n2)c1	12.4	2.8	-0.8	16.2	1.0	6.9	-1.7	-1.1	-3.2
O=C(SCC(O)C(O)CS)c1cccs1 (centres undefined)	4.5	0.8	1.0	12.4	3.2	0.5	·	3.7	-0.3
Cc1sc2ncn(CC(=O)N3CCCCC3)c(=O)c2c1C	2.5	9.4	-12.8	-10.9	3.3	0.0	2.4	-0.5	0.4
O=C(NC1CCCC1)c1cccc(Oc2ccccc2)c1	2.9	-6.9	-3.9	0.3	-12.3	0.1	0.4	-2.8	-1.9
Cc1ccc(C(=O)N2CCN(c3ccccc3Cl)CC2)cc1[N+](=O)[O-]	8.5	1.1	5.6	18.4	7.5	-3.3	-1.3	0.7	-1.7
O=C(CCC(=O)N1CCN(C2CCCC2)CC1)Nc1nnc(C(F)(F)F)s1	-4.0	-11.5	-7.0	1.9	-5.4[fluorescence artefact?]	-8.2	0.4	2.1	-4.5
Cc1cc(C)c(S(=O)(=O)N(C)c2ccccc2)c(C)c1	-2.8	-5.5	-7.8	20.9	1.9	-11.2	-0.2	-0.5	0.3
Cc1ccc(C(=O)COC(=O)c2ccc(O)cc2)cc1	10.9	-3.9	11.8	22.4	-12.0	0.2	10.4*	-0.3	3.3
c1coc(-c2nnc3sc(C4CCCCC4)nn23)c1	-13.4	-11.1	3.0	8.7	-7.0	-2.4	-1.9	13.7	5.3
CCNC(=S)NNC(=O)c1cc(-c2cccc(OC)c2)nc2ccccc12	9.5	8.0	-74.8	10.9	-11.8[fluorescence artefact?]	-1.1	1.8	2.6	-1.2
CCOC(=O)c1cnc2c(cnn2C)c1NCCC(O)C(F)(F)F (centres undefined)	31.1	20.1	2.0	3.7	-1.5	5.6	0.6	-1.1	-7.2
CCc1c(O)nc(SCC(=O)Nc2nc3ccccc3s2)n(-c2ccc(C)cc2)c1=O	17.6	2.8	4.6	25.9	0.7	3.5	1.8	3.3	1.5
COc1ccc(C(=O)OCc2c(C)noc2C)cc1	5.3	2.3	0.7	19.3	-3.5	-3.3	-0.3	-1.7	0.1
CCCS(=O)(=O)c1nc(S(=O)(=O)c2ccc(C)cc2)c(NCc2ccco2)s1	6.5	-6.3	-1.7	-1.3	1.1	-4.9	-2.1	0.9	0.4
CCCCn1c2c(c(=N)c3c1CCC3)CCC2	15.2	4.2	0.8	-0.8	·	1.2	-0.4	-12.8	-4.7
CN1CCN(CC(=O)NC2CCCCC2)CC1	14.3	4.7	-9.9	-0.9	71.0*	2.6	-0.4	1.0	-4.4
Cc1nnc(SCC(=O)NNC(=O)c2ccco2)n1-c1cccc(Cl)c1	6.8	7.3	8.4	18.8	-1.5	19.0	-1.7	2.3	-0.9
CC(=O)[C@@]1(O)CC[C@H]2[C@@H]3CCC4=CC(=O)CC[C@]4(C)[C@H]3[C@@H](O)C[C@@]21C	13.8	10.4	-10.8	-19.4	4.6	-2.6	5.2	1.0	-0.2
COc1ccc(CCC(=O)N2c3ccccc3CC2C)cc1 (centres undefined)	-2.0	-8.1	-16.4	0.9	4.8	-10.4	2.0	-0.8	-2.8
O=C(NCCCN1CCOCC1)/C(=C/c1cccnc1)NC(=O)c1ccccc1	1.2	-4.7	-5.6	20.0	-20.0	-13.3	-0.4	-0.2	2.8
COC(=O)COc1ccc(S(=O)(=O)N2CCCCCC2)cc1	13.2	-1.0	5.4	-5.2	-7.7	3.5	-0.7	0.4	0.5
CN(Cc1ccncc1)C1CC(=O)N(c2ccc(F)cc2)C1=O (centres undefined)	1.9	-4.4	-4.2	-16.7	-0.1	-7.3	-2.0	3.8	0.3
O=C1CCCC2=C1C(c1cccs1)n1nc(SCc3ccc(C(=O)O)cc3)nc1N2 (centres undefined)	5.0	2.5	3.5	28.8	5.8	-6.8	4.8	5.8	5.0
Cc1cc(=O)oc2cc(Nc3ccccc3)ccc12	3.1	3.3	-4.9	15.8	3.1	-3.6	2.4	22.9	40.1
COc1ccc(N(CC(=O)Nc2ccc(C)cn2)S(=O)(=O)c2c(C)noc2C)cc1	6.8	0.9	-19.1	0.2	6.9	-3.0	-0.7	0.0	-2.4
COc1ccc(C(C)=O)cc1CSc1nnc(C)s1	9.4	-2.9	-15.7	0.2	-2.4	0.4	8.7	-4.6	0.7
O=C(c1cccc(S(=O)(=O)Nc2ccccc2Cl)c1)N1CCN(C(=O)c2ccco2)CC1	2.9	-7.9	3.5	20.5	-1.3	-0.8	6.4	-0.1	3.0
CCOC(=O)C1CCN(Cc2coc3c(Cl)cc(Cl)cc3c2=O)CC1	8.2	-4.0	6.8	2.0	43.6	-3.2	-1.8	·	-11.5
O=C(c1cc([N+](=O)[O-])ccc1N1CCOCC1)N1CCCCC1	11.7	6.1	-0.9	-1.3	3.8	5.0	-2.3	-1.6	1.6
COc1ccc(N=C2S/C(=C\c3ccc(OC(C)C(=O)O)c(OC)c3)C(=O)N2CCc2c[nH]c3ccccc23)cc1 (centres undefined)	8.4	1.4	1.7	28.1	2.8	-0.4	1.7	15.4	1.4
COc1cc(S(=O)(=O)N2CCC(O)(c3cccc(C(F)(F)F)c3)CC2)ccc1-n1cnnn1	10.1	1.3	-2.6	5.4	6.7	1.5	-1.1	0.1	-4.8
